# Assay outcomes deposited in PubChem BioAssay by Icahn School of Medicine at Mount Sinai.
# RBX1-CUL1 inh: blocks human RBX1-Cullin-1 di-ubiquitin formation | P62877+Q13616 | inhibition, % at 10 µM | in vitro K48 di-Ub FRET, acceptor:donor ratio, 45 min | 140,000 tested, 0.6% active; in the data active = inhibition above about 25%
# Target sequence (P62877 whole entry, looked up): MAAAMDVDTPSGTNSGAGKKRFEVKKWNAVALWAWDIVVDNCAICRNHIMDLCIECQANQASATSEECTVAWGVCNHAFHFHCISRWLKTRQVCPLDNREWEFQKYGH
# Target sequence (Q13616 whole entry, looked up): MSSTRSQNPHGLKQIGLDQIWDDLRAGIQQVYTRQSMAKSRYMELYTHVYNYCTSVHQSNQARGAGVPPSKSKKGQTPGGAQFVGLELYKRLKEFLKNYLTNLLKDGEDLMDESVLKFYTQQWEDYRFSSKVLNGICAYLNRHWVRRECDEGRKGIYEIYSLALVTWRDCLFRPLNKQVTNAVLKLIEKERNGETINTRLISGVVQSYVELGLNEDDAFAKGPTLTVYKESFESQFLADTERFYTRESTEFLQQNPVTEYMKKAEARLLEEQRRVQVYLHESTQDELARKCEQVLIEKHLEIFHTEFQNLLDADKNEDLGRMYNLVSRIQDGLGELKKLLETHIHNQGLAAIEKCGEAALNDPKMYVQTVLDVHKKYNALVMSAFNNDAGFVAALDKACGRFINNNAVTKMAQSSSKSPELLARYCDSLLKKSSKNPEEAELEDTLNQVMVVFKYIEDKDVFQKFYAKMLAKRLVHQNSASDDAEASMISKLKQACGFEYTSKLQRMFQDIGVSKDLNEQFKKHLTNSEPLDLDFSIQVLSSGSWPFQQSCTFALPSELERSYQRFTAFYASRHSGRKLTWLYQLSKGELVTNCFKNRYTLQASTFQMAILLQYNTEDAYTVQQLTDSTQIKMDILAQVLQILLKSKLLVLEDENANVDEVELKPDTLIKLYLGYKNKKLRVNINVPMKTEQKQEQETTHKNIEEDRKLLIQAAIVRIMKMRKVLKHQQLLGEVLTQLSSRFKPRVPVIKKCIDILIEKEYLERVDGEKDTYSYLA
# Active calls of the source: *. A portion of the library; count on the stated rates, not on these rows.
SMILES,RBX1-CUL1 inh
O=C(C(Sc1ccccc1)c1ccccc1)N1CCN(Cc2ccccc2)CC1 (stereo not given),3
Cc1n[nH]c(=S)n1/N=C/c1ccc(-c2ccccc2Cl)o1,5
Cc1cccc(Nc2nc3nonc3nc2Nc2ccc(F)cc2)c1C,0
Cc1ccc(-n2c(-c3ccco3)nc3c(cnn3-c3ccc(C)cc3)c2=O)cc1,3
O=C(OCCN1CCOCC1)c1ccc(O)cc1,3
Cc1ccc2nc(C)cc(C(=O)N3CCOc4ccc(CN5C[C@@H](C)O[C@@H](C)C5)cc4C3)c2c1,0
COc1cc(S(=O)(=O)N2CCCCC2)ccc1I,-3
COc1ccc(-c2cn3c(n2)sc2cc(C(=O)NCCc4ccc(OC)cc4OC)ccc23)cc1,5
CN1C(=O)CC(CC(=O)N2CCCCC2c2nccn2C)(c2ccc(-c3ccccc3)cc2)C1=O (stereo not given),2
CCNC(=O)c1cn(C(C)CC)cc(C(=O)NCc2ccc(F)c(F)c2)c1=O (stereo not given),5
O=C(CSc1nnnn1-c1ccccc1Cl)Nc1ccc(OC(F)(F)Cl)cc1,-10
CCc1c(C(=O)N2CCN(C3CCCCC3)CC2)csc1C,4
COC(=O)c1ccc([C@@H]2Nc3c(cccc3C(F)(F)F)[C@@H]3C=CC[C@@H]32)cc1,7
Cc1cc(C)n(-c2nc3ccccc3nc2N2CCN(c3cccc(C(F)(F)F)c3)CC2)n1,-10
COc1ccccc1OC(C)C(=O)c1ccc(OCc2ccccc2)cc1 (stereo not given),0
O=C(Nc1ccc(C2(c3ccc(NC(=O)c4ccccc4)cc3)c3ccccc3-c3ccccc32)cc1)c1ccccc1,1
CCc1ccc(-n2c(SCCc3ccccc3)nc3sc4c(c3c2=O)CCCC4)cc1,-4
COc1ccccc1NC(=O)C1CC(=O)OC1(C)C (stereo not given),-4
Cc1cccc2nc(Cn3c(=O)n(-c4ccccc4)c(=O)c4c5c(sc43)CCC5)cc(=O)n12,-6
S=c1oc(-c2ccccc2Cl)nn1CN1CCCCC1,6
OCC1(Cc2cccc(F)c2)CCN(Cc2cccc3cccnc23)CC1,0
CCCCOCn1c(=O)[nH]c(=O)c2ccccc21,6
CCOC(=O)c1cc(NC(=O)c2sc3nc(C)cc(COC)c3c2N)ccc1Cl,-1
C1=Cc2[nH]cc(Cc3c[nH]c4ccccc34)c2CC1,-5
Cc1c(Cl)cccc1N(CC(=O)Nc1ccc(Br)cc1)S(C)(=O)=O,-8
COc1ccc(C2C(C)C(NCc3ccc(OC(C)C)cc3)NS2(=O)=O)cc1 (stereo not given),-4
Cc1nn(-c2ccccc2)c(Cl)c1C(=O)Nc1ccc(-c2ccccc2)cc1,4
COc1ccc(CNC(=O)c2cc(-n3cnnc3)ccc2Cl)cc1,-3
COc1ccccc1-c1nn(CO)c(=S)o1,3
CC(=O)c1cccc(NC(=S)NC(=O)COc2ccc(Cl)cc2C)c1,0
CCS(=O)(=O)N1CCC(C(=O)N2CCN(C/C=C/c3ccccc3)CC2)CC1,-6
COC(=O)c1cccc(C(=O)N2CCCC(CCC(=O)N3CCOCC3)C2)c1 (stereo not given),7
COc1cc(C)c(CN2CCc3c(C(=O)NCCCn4ccnc4)c(OC)cc(=O)n3CC2)cc1C,-22
c1ccc2[nH]c(CSc3ncnc4sc5c(c34)CCCC5)nc2c1,6
S=C1SC2CCCCC2S1 (stereo not given),6
COCCCN1C(=O)/C(=C\c2ccc(OCC(=O)Nc3ccc(C)cc3)cc2)C(C(=O)OC)=C1C,6

# Reformatted as labelled records: part of the list above.
> COc1ccc(CNC(=O)c2cc(-n3cnnc3)ccc2Cl)cc1
  RBX1-CUL1 inh = -3
> COc1ccccc1-c1nn(CO)c(=S)o1
  RBX1-CUL1 inh = 3
> CC(=O)c1cccc(NC(=S)NC(=O)COc2ccc(Cl)cc2C)c1
  RBX1-CUL1 inh = 0
> CCS(=O)(=O)N1CCC(C(=O)N2CCN(C/C=C/c3ccccc3)CC2)CC1
  RBX1-CUL1 inh = -6

# More records:
SMILES,RBX1-CUL1 inh
Cc1ccc(NS(=O)(=O)c2ccc(NC(=O)Nc3ccc(Cl)cc3)cc2)cc1C,-10
CCC(NC(=O)c1coc(CN2CCc3ccccc3C2)n1)c1ccncc1 (stereo not given),8
COc1ccc(NC(=O)c2ccccc2Cl)cc1OC,5
CC(=O)Nc1cc2ccccc2cc1NC(C)=O,9
O=C(Nc1ccccc1)c1cc(Br)ccc1I,-2
CCn1cc(S(=O)(=O)c2cccc(C)c2)c(=O)c2cc(F)c(N3CCCC(C)C3)cc21 (stereo not given),1
CCCC(C)NC(=O)c1ccc(C)c(NS(C)(=O)=O)c1 (stereo not given),-9
CC1CCc2cc(F)ccc2N1C(=O)c1cnn(C)c1 (stereo not given),4
O=C(COC(=O)c1ccccc1Cl)c1ccc(OC(=O)c2ccccc2)cc1,0
CCOc1cc(CNC2CCCCC2)ccc1OCC(=O)Nc1ccccc1OC,-9
O=C(Nc1onc2c1CCCC2)c1ccc(Cl)cc1,-8
O=C(Nc1ccc(-c2nc3cc(Cl)ccc3o2)cc1)c1cccc([N+](=O)[O-])c1,3
CCOc1ccc(NC(=O)C2CC(=O)N(c3ccc4c5c(cccc35)CC4)C2)cc1 (stereo not given),9
O=C(Nc1ccc(S(=O)(=O)N2CCC(c3nc4ccccc4s3)CC2)cc1)c1ccccc1F,10
CC(C)(C)C1CCC(=Cc2cc3ccccc3o2)CC1 (stereo not given),-1
COC(=O)C#Cc1ccc(Cl)cc1,-5
c1ccc2c(c1)Oc1ccccc1C2c1cc2ccccc2o1,-3
COc1cc(C(=O)Nc2c(C(=O)Nc3ccccc3F)oc3ccccc23)cc(OC)c1OC,7
CCCOc1ccc(C2C(C(=O)c3ccc(C)o3)C(=O)C(=O)N2CCCN(CC)CC)cc1OCC (stereo not given),-4
CC(C)(C)C1CCc2c(sc(NC(=O)c3ccccc3F)c2C(=O)N2CCOCC2)C1 (stereo not given),6
COc1ccc2sc(C(C)C(=O)O)cc2c1 (stereo not given),11
Cc1ccc(-n2nnnc2-c2cnn(-c3cccc(F)c3)c2C(F)(F)F)cc1,6
CC(C)Cc1nn2c(=O)cc(COC(=O)c3ccc(NC(=O)c4cccs4)cc3)nc2s1,-10
CCOC(=O)c1ccc(N2CC3=C(C2=O)C(c2ccc(OC)cc2)NC(=O)N3C)cc1 (stereo not given),2
O=C(c1cn(CCN2CCCCC2)nn1)N1CCC2(C=Cc3ccccc32)CC1,8
CCCCCNC(=O)C(=O)NCC(c1ccc2c(c1)OCO2)N1CCOCC1 (stereo not given),-7
Cc1ccc(-c2nc3ccccc3o2)cc1NC(=O)Cc1cccs1,-11
Cc1ccc(C2C3C(=O)CC(c4cccc(Cl)c4)CC3=Nc3ccccc3N2C(=O)C(F)(F)F)cc1 (stereo not given),-6
Fc1cccc(-c2nnc3sc(-c4ccco4)nn23)c1,2
CCc1nn(CC(=O)NCc2ccccc2Cl)c(=O)c2cccn12,-4
CCOC(=O)c1c(C)c(-c2ccccc2)n(CC(=O)NC2CCCCC2)c1C,-14
CC(C)c1cc(-c2nc(-c3ccc(Br)cc3)no2)n[nH]1,6
COc1ccc(-c2nc(CNC(=O)NC3CCCCC3)c(C)o2)c(OC)c1,-9
Cc1ccccc1CN1C(=O)c2ccccc2Sc2ccc(C(=O)NC3CCCCC3)cc21,-5
CC(NC(=O)C1CCN(S(=O)(=O)c2ccc3nc4c(c(C(=O)O)c3c2)CCCC4)CC1)c1ccccc1 (stereo not given),7
Cc1ccc(NC(=O)c2sc3nc4c(cc3c2N)CCCC4)cc1C,-7
Cc1c(CC(=O)NCC2CCCOC2)c2c(n1CC(C)C)CC(C)(C)CC2=O (stereo not given),-2
CCn1c(-c2nc3ccccc3n2CC)nc2ccccc21,-6
O=C1OCCC1S(=O)(=O)c1ccc2ccccc2c1 (stereo not given),-8
COC(=O)c1cnc(N2CCN(c3ccccc3F)CC2)c2ccccc12,3
CCC(C)CC(=O)NCC1Cc2cc(C)cc(-c3ccc(OC)nn3)c2O1 (stereo not given),-5
O=C(c1cn(CCN2CCCCC2)nn1)N1CCC(c2nc3ccccc3o2)CC1,4
CC(C)(C)NC(=O)O/N=C1/c2ccccc2CCc2ncccc21,-1
CN(C)c1ccc(C(=NNc2nc(-c3ccc(Cl)c(Cl)c3)cs2)c2ccc(N(C)C)cc2)cc1,1
COc1cccc(N2C(=O)CC(N3CCN(c4ccccn4)CC3)C2=O)c1 (stereo not given),-9
CCc1ccccc1NC(=O)c1ccc2c(c1)CCN2S(C)(=O)=O,-4
Cc1cccc(CSCCNC(=O)CSCc2ccc([N+](=O)[O-])cc2)c1,-4
O=C(c1ccccc1)C1CCCN(c2nc3nonc3nc2NC2CC2)C1 (stereo not given),2
Nc1ccc(Cl)c(NC(=O)c2ccccc2)c1,3
CCOc1ccc(CCNC(=O)CCn2c(=O)c3cccn3c3cccnc32)cc1,1
CCC(Oc1cc(C)ccc1Cl)C(=O)N1CCOCC1 (stereo not given),8
COc1cc(S(=O)(=O)NCCc2c(C)[nH]c3c(Cl)cccc23)c(C)cc1C,0
CC1(C(=O)N2CCC(C3CCN(c4ncccn4)CC3)C2)CCCCC1 (stereo not given),-1
COC(=O)c1ccccc1NC(=O)c1ccc2c(c1)CCN2S(=O)(=O)c1ccc(Cl)cc1,-2
O=C1Nc2ccccc2C(O)(C(=O)NCc2ccco2)N1c1ccccc1 (stereo not given),0
CC(C)C(=O)N1CCN(c2ccc(Cl)cc2NC(=O)c2cccs2)CC1,3
COCC(=O)N1c2nc(-c3ccco3)nn2C2(CCCCC2)[C@@H]2CCCC[C@@H]21,2
CC(C)(C)c1ccc(S(=O)(=O)N2C(=S)NC(=O)C2Cc2ccccc2)cc1 (stereo not given),-6
COc1cccc(N2C(=O)CSC23C(=O)N(CC(=O)NCc2ccc(C)cc2)c2ccccc23)c1 (stereo not given),-2
CS(=O)(=O)N1CCN(c2ccccc2NC(=O)c2cc3ccccc3o2)CC1,1

# More entries follow:
SMILES,RBX1-CUL1 inh
CCOc1ccc(-c2n[nH]c(=S)n2NCCC#N)cc1,0
O=C(c1ccc2c(c1)OCO2)N1CCc2[nH]nc(-c3ccccc3F)c2C1,7
CC(C)(C)C(Cl)n1nnc2ccccc21 (stereo not given),11
Cc1ccc2oc(C(=O)Nc3ccc(S(=O)(=O)Nc4nccc(C)n4)cc3)cc(=O)c2c1,-7
O=c1[nH]c2c(Cl)cccc2s1,-3
CN(CCC(=O)/C=C/c1ccc(Cl)c(Cl)c1)CCc1ccc2c(c1)OCO2,83*
O=C(Cc1cccs1)N/N=C\c1cc(Br)c(O)c(Br)c1O,0
CC1=NN(c2nc(-c3ccc(Br)cc3)cs2)C(=O)C1N=Nc1ccccc1Br (stereo not given),4
COC(=O)c1c(NC(=O)c2ccc(OC)cc2)sc2c1CCCCCC2,-3
Cc1ccc(C)c(N2CCN(C(=O)NC3CCCCC3)CC2)c1,8
CCc1cccc(-n2nnc(-c3nsc(NC(=O)c4cccs4)n3)c2C)c1,1
CSc1ncccc1C(=O)N1CCc2ccc(NC(=O)C3CCCO3)cc2C1 (stereo not given),-5
COc1ccccc1-c1cc(C(=O)Nc2ccccc2C(F)(F)F)no1,-10
CCN1C=CC2=C(C#N)C(N)C(C#N)(C#N)[C@H](c3ccccc3C(F)(F)F)[C@H]2C1 (stereo not given in full),-7
Cc1cc2c(cc1C)-n1c(-c3ccccc3)c3c(=O)n(C)c(=O)n(C)c3c1C(c1ccco1)N2 (stereo not given),4
COc1ccc(OC)c(/C=N/Nc2cc(C)nc(NCc3ccccc3)n2)c1,2
CCC1CN(C(=O)N2CCC(C(=O)NCCN(C)C)CC2)c2ccccc2O1 (stereo not given),1
Cc1ccc2c(c1)c1c(n2C)C(=O)/C(=C/c2ccccc2)CC1,8
Fc1ccc(/C=C/CNC2CCCc3nc(-c4cccnc4)ncc32)cc1 (stereo not given),6
CCOC(=O)c1nn(-c2ccc(C)cc2)cc1O,3
O=C1S/C(=C/c2cccnc2)C(=O)N1Cc1c(F)cccc1Cl,9
CN(Cc1nc2ccc(F)cc2[nH]1)Cc1c(C(=O)N2CCCCC2)nc2sccn12,-2
CC1(C)[C@H]2CC=C(CCNC3CCN(c4ccc(C(=O)NCc5cccnc5)cc4)CC3)[C@@H]1C2,12
CCn1c(=O)c2c(nc3n(-c4cc(C)cc(C)c4)c(C)cn23)n(C)c1=O,-3

# Overlap with the part before: 5 entries, followed by the next part.
SMILES,RBX1-CUL1 inh
CCOC(=O)c1nn(-c2ccc(C)cc2)cc1O,3
O=C1S/C(=C/c2cccnc2)C(=O)N1Cc1c(F)cccc1Cl,9
CN(Cc1nc2ccc(F)cc2[nH]1)Cc1c(C(=O)N2CCCCC2)nc2sccn12,-2
CC1(C)[C@H]2CC=C(CCNC3CCN(c4ccc(C(=O)NCc5cccnc5)cc4)CC3)[C@@H]1C2,12
CCn1c(=O)c2c(nc3n(-c4cc(C)cc(C)c4)c(C)cn23)n(C)c1=O,-3
COc1ccc(NS(=O)(=O)c2ccc3[nH]c4c(c3c2)CCCCCC4)cc1,-1
O=C(N1CCN(c2ccc([N+](=O)[O-])cc2)CC1)C12CC3CC(CC(C3)C1)C2,3
CCOc1ccc(Nc2c(S(=O)(=O)c3ccc(C)cc3)cnc3ccc(OC)cc23)cc1,3
CC(C)(C)c1ccc(C(=O)NC(Cc2c[nH]c3ccccc23)C(=O)OCC(=O)c2ccccc2)cc1 (stereo not given),9
